uPA surface inh: inhibitors of cell surface uPA generation; cell surface uPA generation assay, qHTS; Potency, µM (doses to about 38.3 µM), for the others: top-dose activity change, negative = inhibition, usual class: inhibitors; 0.31% of 330,000 active; AID 540303; active = well fitted inhibition curve with a large enough effect; inconclusive = small, poorly fitted or top-dose-only effect; inactive = no such curve, though single readings can be large or run the other way; tested in mouse RAW 264.7 cells; note: potency is the fitted concentration of half-maximal effect; % is set by controls: 0 for no effect and ±100 for the full control effect; nearly all actives have a fitted effect of over 55% in size
Chronic BCR inh: blocks chronic active B-cell receptor signaling | Potency, µM (top dose mostly 46.1 µM), without a hit: at the highest dose ratio change, negative = lower green/red ratio, most hits filed as inhibitors | ABC-DLBCL IkBa-CBG/CBR reporter, luminescence ratio, 4 h | 0.05% of 340,000 active; active = well fitted inhibition curve with a large enough effect in the signal ratio, with a control signal flat, not every such curve was filed as active; inconclusive = small, poorly fitted or top-dose-only effect, or effect the other way, or a change in a side signal; the % refers to the signal ratio;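 note: potency is the fitted concentration of half-maximal effect; plate controls were basal doxycycline-induced cells for no effect and cells given 10 µM MG132 for full effect; MG132 reads +100%, hits lower the ratio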
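TMD8 human ABC-DLBCL cells with doxycycline-inducible IκBα–green luciferase fusion and unfused red luciferase, in 0.5% FBS medium; compounds up to 46 uM, 4 h at 37C. Green/red luminescence ratio, filter-overlap corrected, fitted to concentration-response curves.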
USP2a inh: USP2a (human) protease inhibition; O75604; USP2 core, Ub-CHOP2 coupled fluorogenic reporter, 485/531; Potency, µM (series often up to 38.3 µM), without a hit: at the highest dose activity change, negative = inhibition, hits mostly inhibitors; 0.01% of 330,000 active; AID 463254;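 note: potency is the fitted concentration of half-maximal effect; plate controls were DMSO wells for no effect and full inhibition by NEM control for full effect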
Target sequence (O75604 whole entry, looked up): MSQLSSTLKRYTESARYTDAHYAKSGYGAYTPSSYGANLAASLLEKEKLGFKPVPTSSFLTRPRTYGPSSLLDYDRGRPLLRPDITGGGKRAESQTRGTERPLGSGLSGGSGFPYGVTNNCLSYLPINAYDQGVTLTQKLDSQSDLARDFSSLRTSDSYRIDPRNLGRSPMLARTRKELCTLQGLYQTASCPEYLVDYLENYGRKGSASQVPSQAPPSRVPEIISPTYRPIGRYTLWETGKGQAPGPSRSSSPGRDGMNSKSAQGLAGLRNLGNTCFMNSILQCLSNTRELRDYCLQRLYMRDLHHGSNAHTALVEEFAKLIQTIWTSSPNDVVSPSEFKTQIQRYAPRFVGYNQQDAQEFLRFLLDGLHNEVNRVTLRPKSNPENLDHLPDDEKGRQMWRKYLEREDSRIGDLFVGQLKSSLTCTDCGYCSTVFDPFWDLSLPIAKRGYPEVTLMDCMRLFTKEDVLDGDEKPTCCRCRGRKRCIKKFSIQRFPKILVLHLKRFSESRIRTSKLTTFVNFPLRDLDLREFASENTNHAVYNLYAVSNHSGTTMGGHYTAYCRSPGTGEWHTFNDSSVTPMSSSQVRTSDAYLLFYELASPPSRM
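Cell-free coupled assay: 10nM USP2 core preincubated 30min RT with compound in Tris-HCl pH 8.0/CaCl2/CHAPS buffer, then 25nM Ub-CHOP2 and 25nM reporter substrate; fluorescence (Ex 485/Em 531) read after 60min RT, normalized to NEM inhibition, concentration-response curves fitted.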
Eya2 phos inh: Eya2 (human) phosphatase inhibition; O00167; recombinant Eya2, OMFP fluorescence dephosphorylation (OMFP is methylfluorescein phosphate); Potency, µM (titrated, usually from 76.9 µM), inactives show at the highest dose activity, negative = inhibition, hits mostly inhibitors; 0.006% of 330,000 active; AID 488837; note: potency is the fitted concentration of half-maximal effect; % is set by controls: 0 for no effect and ±100 for the full control effect
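Eya2 protein (added as 0.2 uM solution) was preincubated with compound for 10 min at ambient temperature in 50 mM HEPES pH 7.5, 50 mM NaCl, 5 uM MgCl2, 0.05% BSA, 1 mM DTT. OMFP (added at 50 uM) then reacted 10 min; fluorescence read at 485/525 nm.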
TSG101-PTAP inh: blocks PTAP/TSG101 interaction to inhibit HIV-1 budding; Q99816; Fluorescence polarization, FITC-PTAP peptide / Tsg101 binding; Potency, µM (titrated, usually from 115 µM), for inactives: at the highest dose activity change, negative = inhibition, actives largely listed as inhibitors; 340,000 tested, under 10 active; active = well fitted inhibition curve with a large enough effect in the main read-out, with a control signal flat, not every such curve was filed as active; inconclusive = small, poorly fitted or top-dose-only effect, or effect the other way, or a change in a side signal; inactive = no such curve, though single readings can be large or run the other way; note: potency is the fitted concentration of half-maximal effect; % of control where 0% means no effect
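Fluorescence anisotropy tracks displacement of a FITC-tagged PTAP peptide (50 nM) from the Tsg101 binding domain (10 uM), following a 20 min room-temperature incubation at pH 7.5.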
ELG1 DNA repair: ELG1-dependent DNA repair inhibition; HEK293T ELG1-luciferase reporter, luminescence, 16 h; DNA damage induced by 5-fluorouridine; Potency, µM (doses to about 46.1 µM), inactives show at the top dose activity change, negative = inhibition, most hits filed as inhibitors; 2.3% of 330,000 active; note: potency is the fitted concentration of half-maximal effect; % is set by controls: 0 for no effect and ±100 for the full control effect; nearly all actives have a fitted effect of over 55% in size
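In this reporter screen, reduction of luminescence relative to DMSO vehicle indicated activity. Compounds and 5-fluorouridine were added together to 2,000 cells per well, incubated for 16 hr at 37 °C, then developed with ONE-Glo.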
B2AR arrestin: agonists driving beta-arrestin recruitment to human beta2-adrenergic receptor; beta-arrestin recruitment to beta2AR, cell-based reporter; Potency, µM (titrated, usually from 46.1 µM), for inactives: top-dose activation, hits mostly activators; 0.02% of 330,000 active;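 note: potency is the fitted concentration of half-maximal effect; 0% = DMSO controls and full agonism = EC100 isoproterenol or metaproterenol; nearly all actives have a fitted effect of over 65% in size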
Tb PFK inh: inhibitors of T. brucei phosphofructokinase; T. brucei PFK, ADP-Glo luminescence; Potency, µM (series often up to 57.5 µM), for the others: at the top dose activity, negative = inhibition, most hits filed as inhibitors; 0.17% of 330,000 active; AID 485367;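 note: potency is the fitted concentration of half-maximal effect; 0% = uninhibited 1x PFK enzyme wells and -100% = no-enzyme wells; nearly all actives have a fitted effect of over 60% in size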
Target sequence (O15648 whole entry, looked up): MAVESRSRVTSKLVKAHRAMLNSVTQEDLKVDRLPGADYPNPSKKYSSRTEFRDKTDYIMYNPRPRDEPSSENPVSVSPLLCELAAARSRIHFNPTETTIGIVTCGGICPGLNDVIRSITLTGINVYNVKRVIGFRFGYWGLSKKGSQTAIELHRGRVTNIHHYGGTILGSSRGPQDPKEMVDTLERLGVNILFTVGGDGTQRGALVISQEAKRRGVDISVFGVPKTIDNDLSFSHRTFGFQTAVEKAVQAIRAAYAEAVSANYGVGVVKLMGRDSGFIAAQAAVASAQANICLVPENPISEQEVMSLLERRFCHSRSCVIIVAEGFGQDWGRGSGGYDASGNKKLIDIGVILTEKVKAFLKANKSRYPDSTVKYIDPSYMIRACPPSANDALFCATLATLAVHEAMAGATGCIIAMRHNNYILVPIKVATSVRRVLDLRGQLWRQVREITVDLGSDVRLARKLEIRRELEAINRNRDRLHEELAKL
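In TEA buffer at pH 8.0 with 5 mM MgCl2, enzyme (1.25 nM) converted F6P (0.5 mM) and ATP (0.1 mM) for 45 min at room temperature. ADP product was read by luciferase luminescence.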
TSHR antagonist: antagonists of human thyroid stimulating hormone receptor | TSHR-expressing cells, TSH-stimulated cAMP HTRF, 2 h; stronger effect = lower value | activity change, negative = inhibition, % at 11.5 µM | 0.2% of 330,000 active | AID 504810;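 active = activity change below a set negative limit, meaning inhibition stronger than a set level, cut at about -70% in these data; inconclusive = activity change between two set negative limits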; note: % is set by controls: 0 for no effect and ±100 for the full control effect
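Competitive HTRF cAMP read-out (cryptate anti-cAMP antibody, cAMP-d2; 30 min, room temperature) in freshly harvested TSHR cells. Compounds added before TSH at EC80 (4nM final), followed by 2 hours' incubation at 37 deg C.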
TCR activator: activates T cell receptor signaling. AID 504894. primary human leukocytes, anti-CD3, IL-2 HTRF, 48 h. Potency, µM (doses to about 9.22 µM), inactives show at the top dose activation of IL-2 secretion, usual class: activators. 330,000 tested, under 10 active; note: % of control where 0% means no effect
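Activity was scored as IL-2 release from primary human leukocytes given only a TCR signal (a-CD3 beads) plus compound for 48 hr. Detection used a two-antibody HTRF format read at 665nm.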
Mito fusion act: blocks mitochondrial division or promotes mitochondrial fusion; Potency, µM (series often up to 46.1 µM), inactives show top-dose growth rescue (activation), hits mostly activators; S. cerevisiae fusion-defective mutant growth rescue, CellTiterGlo 48 h; 0.23% of 320,000 active; AID 485298;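 note: potency is the fitted concentration of half-maximal effect; % of control where 0% means no effect; nearly all actives have a fitted effect of over 45% in size; temperature-sensitive fusion mutants such as fzo1-1 at 37 °C on non-fermentable ethanol glycerol medium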
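Read-out: ATP-based luminescence (CellTiterGlo, 10 min ambient) reporting growth of fusion-defective ts yeast after 48 hours at 37C on glycerol/ethanol YPEG medium in the presence of compound.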
An asterisk follows results filed as active; ? = inconclusive; · = not tested or not shown; [ ] = another dose, or the depositor's remark. Unless noted, calls come from the whole dose curve; as a rule, active = well fitted curve in the direction sought with a large enough effect; inconclusive = small, poorly fitted or top-dose-only effect, or another doubt; inactive = no such curve, though single readings can be large; an effect the other way counts as inactive or inconclusive. Not a hit list, and some 3% of all compounds hit somewhere here.

compound,uPA surface inh,Chronic BCR inh,USP2a inh,Eya2 phos inh,TSG101-PTAP inh,ELG1 DNA repair,B2AR arrestin,Tb PFK inh,TSHR antagonist,TCR activator,Mito fusion act
COC(=O)c1c(NC(=O)C2CC=CCC2C(=O)O)sc(C(N)=O)c1C (configuration not stated),0%,2%,-6%,-3%,-2%,-3%,0.0%,-3%,7,-19%,1%
CC1CCCCN1C(=O)CN1C(=O)NC2(CCCCC2C)C1=O (configuration not stated),1%,1%,0%,11%,-3%,?,-0.3%,3%,-1,-10%,-5%
CC(=O)N=Nc1[nH]c(N)c2ccccc12,-1%,3%,0%,1%,0%,7%,0.3%,0%,8,2%,3%
Cn1c(N)c(C(=O)c2ccc(Cl)cc2)c(=O)n(C)c1=O,0%,?,-1%,-6%,-9%,21%,-0.3%,0%,4,1%[46.1 µM],-1%
CC(=O)N1CCOc2ccc(S(=O)(=O)N3CCCC(C)C3)cc21 (configuration not stated),16%,1%,-2%,3%,-2%,-1%,-0.6%,2%,4,-10%,3%
COc1ccc(N2C(=O)CC(C)(C)CC2=O)cc1OC,-18%,0%,1%,-2%,2%,5%,-0.9%,-7%,-2,-1%,0%
Cc1ccc2cc(CN(c3ccccc3C)S(=O)(=O)c3ccccc3)c(=O)[nH]c2c1,-26%,0%,0%,11%,-3%,-29%,-1.1%,1%,4,3%,0%
CC(C)CCn1c(SC(C)C(=O)NC2CC2)nc2ccccc2c1=O (configuration not stated),-9%,1%,0%,11%,-3%,18%,-0.7%,9%,-13,5%,1%
CCN(CC)C(=O)c1c[nH]c2ccc(S(=O)(=O)Nc3cc(C)cc(C)c3)cc2c1=O,4%,5%,8%,-1%,-2%,-6%,-0.4%,1%,7,2%,6%
Cc1[nH]c2ccccc2c1C(=O)C(=O)NC1CC(=O)N(c2ccc(F)cc2)C1 (configuration not stated),2%,-2%,-1%,6%,0%,-1%,-0.2%,-8%,·,4%,-4%
Cc1ccc(S(=O)(=O)N(C)CC(=O)OCC(=O)Nc2ccccc2)cc1,2%,-1%,1%,5%,-9%,0%,-0.1%,-1%,0,1%,2%
CCOCCCNC(=O)Cc1ccc(Br)cc1,5%,0%,3%,2%,2%,3%,-1.0%,-5%,2,-9%[46.1 µM],-4%
CCCCC(CC)C(=O)Nc1ccc(Cl)cn1 (configuration not stated),2%,?,2%,-16%,-4%,5%,-0.1%,-16%,-7,-1%,-3%
Cc1ccc(C)c(OC(=O)CN2C(=O)c3ccccc3C2=O)c1,2%,5%,-1%,-2%,-3%,13%,-0.4%,0%,-9,·,3%
Cc1ccc(C)c(N=C2NC(=O)CS2)c1,3%,-1%,-2%,-2%,-1%,-2%,0.4%,-5%,-9,1%,2%
Cc1ccc(C(=O)c2ccc(N3CCN(C)CC3)c([N+](=O)[O-])c2)cc1,-2%,?,-1%,-3%,1%,-6%,-0.4%,-1%,2,-3%[46.1 µM],-8%
CC(=O)OC1COC(n2ccc3cc([N+](=O)[O-])ccc32)C(OC(C)=O)C1OC(C)=O (configuration not stated),2%,?,3%,2%,-2%,11%,-0.6%,1%,0,-1%[46.1 µM],0%
CC(C)(C)c1ccc(-c2cnco2)cc1,1%,-2%,6%,-5%,0%,4%,0.3%,3%,-2,-1%,-3%
Cc1[nH]n(-c2ccccc2)c(=O)c1N=Nc1cccc(S(=O)(=O)N2CCOCC2)c1,12%,-8%,4%,3%,-7%,-6%,-0.7%,0%,-1,12%[46.1 µM],-3%
COc1cccc(CNC(=O)CCS(=O)(=O)c2ccc3c(c2)CC(C)N3C(=O)C2CC2)c1 (configuration not stated),4%,2%,2%,-4%,-6%,13%,-0.8%,-5%,-6,7%,0%
O=C(NC(Cc1ccccc1)c1nc2ccccc2[nH]1)c1cccc([N+](=O)[O-])c1 (configuration not stated),4%,?,0%,11%,-1%,2%,3.4%,10%,13,0%,17%
NC(=S)Nc1cccc2[nH]ccc12,3%,?,12%,-3%,-4%,?,0.2%,1%,13,1%,20%
COc1ccc2c(c1OC)C(=O)N(c1ncn[nH]1)C2,-1%,5%,0%,1%,-7%,10%,-0.3%,-9%,10,21%,1%
Cc1nc(SCC(=O)N2CCCc3ccccc32)c2oc3ccccc3c2n1,14%,0%,-2%,6%,-3%,11%,0.1%,0%,21,2%,1%
COC(=O)c1sccc1NC(=S)N1CCN(c2cccc(C)c2C)CC1,-6%,6%,0%,4%,-2%,-11%,0.4%,1%,-16,2%,0%
N#Cc1c(-c2cccs2)cc(-c2ccccn2)nc1N,-9%,1%,0%,9%,-4%,?,0.1%,2%,-11,1%,-10%
Cc1nn(CC(=O)c2ccc(Cl)s2)c(C)c1[N+](=O)[O-],6%,4%,3%,11%,7%,10%,0.3%,-1%,-7,1%,13%
CCn1c(SCC(=O)NC)nnc1C(C)C,4%,-4%,3%,2%,-2%,?,0.3%,0%,9,-7%[46.1 µM],1%
CCOc1ccc(C(=O)NC(=S)Nc2ccc(NC(=O)CC)cc2)cc1[N+](=O)[O-],-2%,-2%,1%,1%,2%,0%,-1.3%,5%,0,11%[46.1 µM],-3%
O=C(OCc1nc2ccccc2[nH]1)C12CC3CC(CC(C3)C1)C2,·,0%,2%,-8%,-1%,-15%,0.2%,0%,-14,5%,4%
O=C1C(=O)N(CNc2ccccn2)c2ccccc21,-12%,?,-3%,7%,-6%,-10%,-0.5%,-9%,11,3%,0%
O=C(NCC1COc2ccccc2O1)C1CCCN(S(=O)(=O)c2cccc3cccnc23)C1 (configuration not stated),-8%,-12%,-1%,-5%,-2%,15µM*,0.7%,3%,0,-2%,3%
O=C(NCc1cccs1)C12CC3CC(CC(C3)C1)C2,3%,7%,-1%,9%,-2%,22%,-0.2%,4%,-11,4%,-1%
CC1Cn2cc(C(=O)Nc3ccccc3C(F)(F)F)c(=O)c3c(Cl)ccc(c32)O1 (configuration not stated),·,-1%,-1%,-13%,·,·,-0.2%,0%,-15,·,-1%
CC(C)C(=O)c1cc2c(cc1NC(=O)Nc1cccc3ccccc13)OCCO2,·,?,-3%,-12%,·,23µM*,-0.2%,3%,12,·,-3%
Cc1ccc(OCCCC(=O)NNC(=O)c2ccncc2)cc1,0%,6%,3%,7%,0%,1%,-0.1%,-1%,3,0%,-4%
O=C(CSCc1ccccc1)N/N=C/c1ccc(OCC(=O)N2CCCCC2)cc1,-4%,-5%,3%,0%,-4%,-20%,-1.3%,0%,-8,7%,-6%
Cc1ccc(C(=O)NCC(=O)OCC(=O)c2ccc3c(c2)OCCO3)cc1C,5%,-20%,2%,-21%,-1%,?,-0.1%,2%,-11,-8%,1%
Cc1cc(NC(=O)/C=C/c2cccc(Cl)c2)n(-c2nc3ccccc3[nH]2)n1,1%,6%,-6%,-1%,1%,?,-1.0%,6%,12,2%[46.1 µM],4%
Cc1nc(-c2ccc(S(=O)(=O)Nc3ccc(S(N)(=O)=O)cc3)cc2)co1,7%,-3%,2%,4%,-4%,8%,-0.2%,1%,-1,4%,-3%
O=C(c1csc2c1CCCC2)N1CCCCC1,-4%,-1%,2%,-11%,1%,-5%,-0.1%,1%,-3,6%,0%
CCOC(=O)C1(CCOC)CCN(C(=O)c2ccccc2-c2cccc(C)c2)CC1,-6%,13%,1%,-6%,-1%,3%,0.1%,1%,-6,-6%,10%
Clc1ccc(-c2nnc(CNC3CC3)o2)cc1,-5%,4%,5%,4%,-5%,?,-0.5%,4%,7,4%,3%
CCCn1nnc(NC(=O)COc2ccc(C3CCCCC3)cc2)n1,5%,5%,2%,-13%,-1%,-19%,-0.4%,-8%,-9,-1%,0%
CC(=O)c1ccc(N2CCN(C(=O)CCS(=O)(=O)c3ccc4c(c3)CCN4C(C)=O)CC2)cc1,-2%,-3%,3%,16%,-3%,?,-0.9%,-5%,-5,-3%,1%

Compound activity (PubChem BioAssay)
